Screening data (PubChem BioAssay)
GPR151 ag – activators of human GPR151. Q8TDV0. PathHunter beta-arrestin GPR151 cells, luminescence. activation, % at 11.2 µM. hit rate 1% among 650,000; in the data active means activation above about 4.9%;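 further: 0% = median of compound wells and 100% = cells with positive control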
Target sequence (Q8TDV0 whole entry, looked up): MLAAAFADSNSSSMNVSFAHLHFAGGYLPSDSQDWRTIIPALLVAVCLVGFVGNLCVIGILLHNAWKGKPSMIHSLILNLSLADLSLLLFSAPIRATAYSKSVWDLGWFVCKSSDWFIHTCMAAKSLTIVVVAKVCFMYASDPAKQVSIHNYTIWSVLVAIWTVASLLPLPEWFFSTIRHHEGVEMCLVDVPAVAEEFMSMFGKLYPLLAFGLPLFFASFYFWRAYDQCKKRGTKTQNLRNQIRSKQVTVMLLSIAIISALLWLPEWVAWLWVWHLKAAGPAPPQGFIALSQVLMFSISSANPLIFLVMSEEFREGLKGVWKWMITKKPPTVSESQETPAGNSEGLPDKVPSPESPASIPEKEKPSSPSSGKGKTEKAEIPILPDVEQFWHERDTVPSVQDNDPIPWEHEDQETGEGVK
MITF primary – human MITF inhibition, primary screen. AlphaScreen MITF homodimerization, bead proximity signal. hit rate 0.91% among 650,000. inhibition, % at 2.6 µM; in the data active means inhibition above about 50%;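 further: 0% = vehicle wells with protein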
Target sequence (O75030 whole entry, looked up): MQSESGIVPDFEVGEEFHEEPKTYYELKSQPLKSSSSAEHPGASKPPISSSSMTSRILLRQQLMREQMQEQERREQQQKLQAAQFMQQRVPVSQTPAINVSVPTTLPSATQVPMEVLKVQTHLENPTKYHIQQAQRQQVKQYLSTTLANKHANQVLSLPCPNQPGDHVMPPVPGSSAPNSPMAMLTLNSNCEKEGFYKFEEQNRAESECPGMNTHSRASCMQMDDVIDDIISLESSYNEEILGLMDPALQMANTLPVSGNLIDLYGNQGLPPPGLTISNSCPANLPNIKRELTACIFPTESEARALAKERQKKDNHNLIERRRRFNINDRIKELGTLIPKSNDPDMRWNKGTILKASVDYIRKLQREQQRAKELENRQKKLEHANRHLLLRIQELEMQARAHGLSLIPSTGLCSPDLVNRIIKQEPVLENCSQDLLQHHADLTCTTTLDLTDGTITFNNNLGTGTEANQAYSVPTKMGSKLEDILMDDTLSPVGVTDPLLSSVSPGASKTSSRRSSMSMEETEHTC
FBW7 act – human FBW7 E3 ligase activation, primary screen | AlphaScreen FBW7–phospho-cyclin E peptide binding, activator screen | Q969H0 | hit rate 0.13% among 650,000 | normalized activity (activation), % at 26.1 µM; in the data active means normalized activity above about 1.9%;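 further: purified mutant Fbw7 with reduced substrate affinity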
TEAD-YAP block – TEAD-YAP interaction inhibition; HEK-TIYL cells, TEAD-Gal4/YAP UAS-luciferase luminescence; inhibition, % at 9.12 µM; hit rate 1.4% among 640,000; AID 1259422; in the data active means inhibition above about 32%;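 further: 0% = median of test compound wells and 100% = reference inhibitor wells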
* marks the source's active call; other numbers are inactive results; nt = no result given; & = joins results of further samples. Not all compounds are listed, so the mix of outcomes need not match the whole.

SMILES	GPR151 ag	MITF primary	FBW7 act	TEAD-YAP block
CN1CCN(c2nnc(C(F)(F)F)s2)CC1	-0.5	-11	0.2	7
COc1cc(/C([O-])=N/c2c[n+](C(C)Cc3ccccc3)no2)cc(OC)c1OC (centres undefined)	0.9	1	-0.1	7
O=c1cccc2n1CC1CC2CN(CC#CCC(O)(c2ccccc2)c2ccccc2)C1 (centres undefined)	1.3	2	0.0	17
O=C(Cc1ccc([N+](=O)[O-])cc1)N1CCN(C2CCCCC2)CC1	0.3	8	-0.1	4
O=C(NCc1ccco1)c1ccc(N2CC3CC(C2)c2cccc(=O)n2C3)c([N+](=O)[O-])c1 (centres undefined)	0.2	-6	-0.1	-7
Cc1nc2n(c(C)c1C)c1ccccc1[n+]2C	3.0	14	0.0	10
COc1ccc(/C=C/C(=O)NC(C)Cc2ccccc2)cc1 (centres undefined)	1.2	-3	0.4	-14
CCCN1CCC(N(C(=O)CC)c2ccc3[nH]c(C)cc3c2)CC1	0.7	23	0.0	-4
C[C@@H]1CC[C@@]2(NC1)O[C@H]1C[C@H]3[C@@H]4CC=C5C[C@@H](O)CC[C@]5(C)[C@H]4CC[C@]3(C)[C@H]1[C@@H]2C	-1.0&-1.2	8&19	0.3&0.1	4&2
Cc1cccc(-n2c(C)nc3ccccc3c2=O)c1	-0.4	-1	0.2	2
COc1ccc(CN2CCN(CC(C)C)CC2CCO)c(C)c1C (centres undefined)	-0.5	-7	0.1	12
COC(=O)c1cn(Cc2ccccc2F)c2ccccc12	-0.9	4	0.3	-10

An excerpt of these results, bar-delimited:
SMILES | GPR151 ag | MITF primary | FBW7 act | TEAD-YAP block
O=C(Cc1ccc([N+](=O)[O-])cc1)N1CCN(C2CCCCC2)CC1 | 0.3 | 8 | -0.1 | 4
O=C(NCc1ccco1)c1ccc(N2CC3CC(C2)c2cccc(=O)n2C3)c([N+](=O)[O-])c1 (centres undefined) | 0.2 | -6 | -0.1 | -7
Cc1nc2n(c(C)c1C)c1ccccc1[n+]2C | 3.0 | 14 | 0.0 | 10
COc1ccc(/C=C/C(=O)NC(C)Cc2ccccc2)cc1 (centres undefined) | 1.2 | -3 | 0.4 | -14
CCCN1CCC(N(C(=O)CC)c2ccc3[nH]c(C)cc3c2)CC1 | 0.7 | 23 | 0.0 | -4

Other structures follow.
SMILES	GPR151 ag	MITF primary	FBW7 act	TEAD-YAP block
COc1ccc(OC)c(CN2CCN(C)CC2)c1	0.8	15	0.6	4
CN1CCN(Cc2cn(C)c3ccccc23)CC1CCO (centres undefined)	0.2	-4	0.1	-2
Cc1nc2nc(N)n(-c3ccccc3)[n+]2c(C)c1C	0.5	10	0.3	-12
CCOc1ccc(CN2CCN(Cc3ccc(F)cc3)CC2)cc1	-0.4	61*	-0.1	0
CC(=O)c1c(C)n(CCCOC(C)C)c2ccc(O)cc12	0.9	13	0.3	-8
COc1ccc(CC2C(=O)NC(=O)N(c3ccccc3)C2=O)c(OC)c1 (centres undefined)	-1.8	-3	-0.2	-16
COc1ccccc1-n1c(-c2ccccc2F)nc2ccccc2c1=O	1.2	-12	-0.2	-4
COc1ccccc1NC(=O)CN1C(=O)CN=C(c2ccccc2)c2cc(Cl)ccc21	-0.5	2	-0.1	0
CCOC(=O)C1(c2ccccc2)CCN(C(=O)c2c(C)oc3ccc(OC)cc23)CC1	0.5	21	0.0	19
O=C1NC(=O)C(=Cc2ccc(Br)o2)C(=O)N1	2.2	63*	-0.1	-1
O=C(c1ccccc1)c1cc(Br)ccc1NC(=O)c1cc2ccccc2oc1=O	0.6	-11	-0.3	12
CCCCCCCC(=O)NC(O)C(Cl)(Cl)Cl (centres undefined)	0.2	9	0.8	5
N#Cc1cccc(CN2CCC(N(Cc3ccco3)C(=O)Nc3cccc(F)c3)CC2)c1	-0.2	4	0.2	-11
CCN1CCN(Cc2ccc(OC)c(C)c2OC)CC1	-0.1	-19	-0.1	6
N#CC(C#N)=NNc1ccc(S(N)(=O)=O)cc1	2.2	2	0.0	6
O=C1NC(=O)C(=C/C=C/c2cccs2)C(=O)N1	-0.7	2	-0.8	-19
O=C1CSC(c2ccc(Cl)cc2Cl)c2c(-c3ccccc3)nn(-c3ccccc3)c2N1 (centres undefined)	1.0	10	0.1	-4
COc1cccc([C@@H]2CCN(CC(=O)Nc3nc4ccc(OC)cc4s3)C[C@H]2O)c1	-0.1	2	-0.1	4
N#CC1=C(N)Oc2c(c(=O)oc3ccccc23)C1c1ccc(F)cc1Br (centres undefined)	-0.3	9	0.0	6
CC(C(=O)Nc1ccc(O)c2c1C(=O)c1ccccc1C2=O)S(=O)(=O)O (centres undefined) (tested in a mixture with another compound)	0.3	28	0.0	3
O=C(Nc1ccc(Cl)c(Cl)c1)N1C[C@H]2C[C@@H](C1)c1cccc(=O)n1C2	-0.1	12	0.0	5
Cc1cc(C)[n+]2c(-c3ccc(Br)cc3)csc2n1	-2.3	25	1.1	-39
O=C1CCCN1CCCNc1ccc([N+](=O)[O-])c2cnccc12	0.6	-1	-0.2	-5
COC(=O)C12CC3=C[C@H](CC3=O)Cc3ccccc3[C@@H]1CNC2=O (some centres undefined)	-1.8	1	0.0	nt
O=[N+]([O-])c1ccccc1CN1CCN(Cc2cccc(F)c2)CC1	1.3	51*	0.0	-18
COc1ccc2cc(C(C#N)OC(=O)OCC3OC3c3ccccc3)ccc2c1 (centres undefined)	-2.6	6	nt	nt
Cc1ccc2nc(NC(=O)c3c(O)c4c(n(Cc5ccco5)c3=O)CCCC4)sc2c1	-0.8	26	0.2	-4
Cn1cccc1/C=C1/C(=O)NC(=O)N(Cc2ccc(F)cc2)C1=O	0.6	4	-0.2	-5
CN1CCC(N(C)c2ccc(N3C(=O)C4C5C=CC(C5)C4C3=O)cc2[N+](=O)[O-])CC1 (centres undefined)	0.0	-3	-0.1	4
Cc1ccc(-n2c(/C=C\c3ccc(F)cc3)nc3ccccc3c2=O)c([N+](=O)[O-])c1	-0.1	8	0.1	6
O=c1c2ccccc2[nH]c(=S)n1-c1cccc(F)c1	0.1	-8	0.0	-1
CC1(C)CC(=O)C(C2(O)C(=O)N(CN3CCOCC3)c3ccccc32)CO1 (centres undefined)	0.6	12	0.1	3
CCCCn1c(C)c(C(=O)OCC)c2cc(OC(=O)COc3ccccc3)c3ccccc3c21	0.6	-5	0.1	-22
CCOC(=O)c1c(C)n(CC(C)C)c2ccc(O)cc12	2.5	6	-0.1	-11
N#CC(c1c[nH]c2ccccc12)N1CCCCC1 (centres undefined)	0.8	4	0.2	16
Cc1cccc(C2N(c3ccccn3)C(=O)C3CCCN32)c1 (centres undefined)	-0.1	10	0.4	11
COc1ccc(CN2CCN(c3ccc(C(C)=O)cc3)CC2)cc1	-0.3	18	0.0	-5
O=C(CN1CCCC1=O)NCc1ccccc1	-0.3	0	0.0	-2
CC(C)C(C(=O)NC1CN2CCC1CC2)c1ccc(Cl)cc1 (centres undefined)	-0.1	8	0.7	7
CCOC(=O)C1CCN(/C=C2/C(=O)NC(=O)N(c3cccc(C)c3C)C2=O)CC1	-0.5	8	-0.1	-7
COc1ccc(C2(CN)CCOCC2)cc1OC	-0.6	-4	-0.1	0
CCOC(=O)CC1=C(C(=O)OCC)C2(C(=O)Nc3ccccc32)C(C#N)=C(N)O1 (centres undefined)	0.3	3	-0.2	-5
O=Cc1cn(Cc2ccc(C(=O)O)o2)c2ccccc12	0.0	14	-0.1	7
CN1CCN(CC(=O)Nc2ccc(Br)cc2C(=O)c2ccccc2)CC1	0.7	15	0.0	-1
O=C1CN=C(c2cccc(Br)c2)c2cc(Cl)ccc2N1	1.1	-12	0.0	0
COc1ccc(CCNCc2ccc(F)c(F)c2)cc1OC	1.0	7	-0.2	-6
COc1ccc(Cl)cc1C(=O)Nc1ccc(Br)cc1C(=O)c1ccccc1Cl	-0.9	9	0.1	-2
CCC(C)N1CCN(Cc2cccc(Br)c2)CC1 (centres undefined)	1.5	73*	-0.2	9
Cc1ccc(OCC(=O)N2CCN(Cc3ccccc3)CC2)c(Br)c1	2.0	-6	0.0	-12
N=c1c(C(N)=O)cc(Cl)cn1Cc1ccccc1	1.4	16	-0.1	7
OCC12COCN1C1(CCCCC1)OC2 (centres undefined)	0.0	-3	-0.1	-5
CCOC(=O)c1cccc(P(=S)(CC)CC)c1	-0.4	-1	-0.1	2
COc1cc(/C=C/[N+](=O)[O-])ccc1OC(C)=O	-0.5	1	-0.1	3
COc1cccc(CCNCc2cccc(C)c2)c1	-0.9	30	-0.1	5
CN(C)CC1CCCCC1OC(=O)Cc1ccc(Cl)c([N+](=O)[O-])c1 (centres undefined)	2.8	2	-0.1	4
CC(C)Nc1cc(N2CCNCC2)ccc1[N+](=O)[O-]	0.4	4	0.0	-7
O=[N+]([O-])c1ccc(N2CCCC(O)C2)c2cccnc12 (centres undefined)	0.4	17	0.1	-6
Cn1ccnc1C1(O)CC2CCC(C1)N2CC(=O)Nc1ccccc1N1CCCCC1 (centres undefined)	-1.0	-7	-0.2	6
Cc1cc([N+](=O)[O-])cc([N+](=O)[O-])c1-n1c(C)nc2ccccc2c1=O	0.3	12	0.2	-6
Nc1nnc(P(c2ccccc2)c2ccccc2)s1	-0.7	2	0.2	-1

In a second layout: entries from further up
| compound | GPR151 ag | MITF primary | FBW7 act | TEAD-YAP block |
| --- | --- | --- | --- | --- |
| COc1cc(/C=C/[N+](=O)[O-])ccc1OC(C)=O | -0.5 | 1 | -0.1 | 3 |
| Cc1ccc(OCC(=O)N2CCN(Cc3ccccc3)CC2)c(Br)c1 | 2.0 | -6 | 0.0 | -12 |
| CN(C)CC1CCCCC1OC(=O)Cc1ccc(Cl)c([N+](=O)[O-])c1 (centres undefined) | 2.8 | 2 | -0.1 | 4 |

Next part:
SMILES	GPR151 ag	MITF primary	FBW7 act	TEAD-YAP block
COC(=O)CN1C(=O)C2(C(C(=O)OC)=C(N)Oc3n[nH]c(C)c32)c2ccccc21 (centres undefined)	-1.1	14	0.7	0
CCN(CC)C(=O)N1CCN(c2cccc(C(F)(F)F)c2)CC1	0.7	11	0.2	6
COc1ccc(-n2c(/C=C/c3cccnc3)nc3ccccc3c2=O)cc1	-1.9	12	-0.1	10
CC(C)CNC(=O)c1ccc(N2CC3CC(C2)c2cccc(=O)n2C3)c(N)c1 (centres undefined)	0.9	-7	-0.1	0
COP(=O)(OC)C(O)C(Cl)(Cl)Cl (centres undefined)	-1.6	1	0.0	nt
CCN(CC)P(=S)(/C=C1/N(C)c2ccccc2C1(C)C)CC (centres undefined)	0.0	6	0.5	7
C=CCN1CCC2(C)c3cc(O)ccc3CC1C2C (centres undefined)	1.0	14	0.1	0
CNc1ccc2oc(C[C@H]3O[C@@]4(CC[C@H]3C)O[C@H]([C@H](C)C(=O)c3ccc[nH]3)[C@H](C)C[C@H]4C)nc2c1C(=O)O	0.8&-0.8&-0.2	1&-23&-5	-0.1&0.0&-0.2	-4&5
COc1cccc(-c2nn(Cc3ccccc3)cc2C=O)c1	0.0	9	0.1	-50
Cc1nnc2ccc(-c3cccc(C(F)(F)F)c3)nn12	-0.5	7	0.0	nt
O=C(O)CC1(CC(=O)N2CCC3(CC2)OCc2cc(F)ccc2O3)CCCC1	-0.5	-2	-0.1	6
COC(=O)C(CC(C)C)NC(=O)C(Cl)(Cl)Cl (centres undefined)	-0.7	-24	0.1	-1

Record cards, as listed above.
COP(=O)(OC)C(O)C(Cl)(Cl)Cl (centres undefined) reads GPR151 ag: -1.6; MITF primary: 1; FBW7 act: 0.0; TEAD-YAP block: nt
C=CCN1CCC2(C)c3cc(O)ccc3CC1C2C (centres undefined) reads GPR151 ag: 1.0; MITF primary: 14; FBW7 act: 0.1; TEAD-YAP block: 0

New compounds follow.
SMILES	GPR151 ag	MITF primary	FBW7 act	TEAD-YAP block
CN(C)c1ccc(CN2CCN(c3ccccc3)CC2)cc1	-0.4	33	-0.1	2
CCN1CCN(c2ncnc3sc(C)cc23)CC1	1.5	-2	-0.1	-7
O=Cc1c(C(=O)O)n(Cc2ccccc2F)c2ccccc12	-0.3	10	0.3	3
O=c1nc(/C=C/c2ccc(Cl)cc2Cl)cc(C(F)(F)F)[nH]1	-1.3	-15	0.1	6
CCC1(C)Cc2ccccc2C2=[N+]1CCS2 (centres undefined)	0.0	-7	0.6	4
CNC(=S)N1CC2CC(C1)c1cccc(=O)n1C2 (centres undefined)	1.1	10	0.3	6
CN(C)/C=C(\C=[N+](C)C)c1ccccc1	-1.3	12	0.6	18
CCOC(=O)C1(c2ccccc2)CCN(CC(=O)Nc2ccccn2)CC1	0.0	-5	-0.3	-3
CCN1CCN(c2ccc(NC(=O)C(C)C)cc2Cl)CC1	0.5	8	0.1	-5
CCCCC1C(=O)NC(=S)N(c2ccccc2)C1=O (centres undefined)	0.3	0	0.0	0
O=C(O)CCCc1ccc(N(CCCl)CCCl)cc1	3.5&-0.5&4.5&1.7	14&1&-11&0	-0.1&0.4&0.0&0.1	2&2
CN1C(=O)NC(=O)/C(=C\c2cccc(Oc3ccccc3)c2)C1=O	-1.3	65*	-0.5	15
COc1ccc(-c2nn(Cc3ccccc3)cc2C=O)cc1	0.2	11	0.1	-69
CC(C)C1N2CC3(C)CN1CC(C)(C2)C3O (centres undefined)	-0.4	-6	-0.2	3
N=C1c2ccccc2CN1c1cccnc1	4.7	-7	0.0	-1
Cc1ccc(/C=C2/C(=O)NC(=O)N(CCc3ccc(F)cc3)C2=O)s1	1.5	-6	-0.2	-16
COc1ccc(CN2CCN(C(C)C)C(CCO)C2)c(F)c1 (centres undefined)	0.1	3	0.0	-3
N#Cc1ccc(NC(=O)CN2CCOCC2)cc1Cl	1.1	-2	0.1	-2
